NCI-60 one-dose screen, 48 h, at 10 µM unless noted. Numbers give growth in % (100 = growth as untreated, 0 = no growth, -100 = all killed).
A498: A498 renal cancer cells. 76,000 compounds, 5.4% hits. AID 1794774
OVCAR-5: OVCAR-5 ovarian cancer; 82,000 compounds, 2.9% hits; AID 1794783
OVCAR-4: OVCAR-4 ovarian cancer cells | 80,000 compounds, 3.7% hits | AID 1794784
ACHN: ACHN renal cancer | 81,000 compounds, 4.9% hits
RXF 393: RXF 393 renal cancer cells | 77,000 compounds, 6.9% hits | AID 1794773
CAKI-1: CAKI-1 renal cancer | 75,000 compounds, 4.7% hits | AID 1794772
OVCAR-3: OVCAR-3 ovarian cancer. AID 1794787. 79,000 compounds, 7% hits
OVCAR-8: OVCAR-8 ovarian cancer | 81,000 compounds, 4.4% hits | AID 1794782
Active calls of the source: *; · = not tested or not shown; [ ] = remark or other dose. How the source made its calls: active means growth percent below 10; inactive means the rest.

Values in the order – A498	OVCAR-5	OVCAR-4	ACHN	RXF 393	CAKI-1	OVCAR-3	OVCAR-8
Cc1ccc(Nc2ncnc3c2c(C)nn3-c2ccc(Cl)cc2)cc1
  ·	104.2	101.0	96.7	101.7	83.5	103.3	98.8
C=CCOC(=O)[C@@H]1CCCN1C(=O)CN
  126.2	106.3	97.9	100.5	100.7	106.5	101.1	106.4
CC(C)C[C@H](NC(=O)OCc1ccccc1)C(O)C1CC1C(=O)C1CO1 (stereo partly drawn)
  99.8	100.8	94.3	102.4	107.8	89.5	97.2	100.5
Nc1c(C(=O)Nc2ccnc3ccccc23)sc2nc3c(cc12)C(=O)CCC3
  ·	97.1	94.7	93.8	110.3	91.8	109.3	97.6
COc1ccc(NC(=O)COc2ccc(/C=C3/C(=O)Nc4ccc(Cl)cc43)cc2)cc1
  105.5	108.8	111.1	104.3	110.5	93.3	137.6	109.6
COc1ccc(/C=C2/CN(CCC#N)C/C(=C\c3ccc(OC)cc3)C2=O)cc1
  56.3	59.7	17.3	8.8*	-63.0*	-19.4*	-26.0*	1.1*
COc1ccc(NC(=O)Nc2ccc(OCCCCCC(=O)Nc3ccccc3O)cc2)cc1
  111.5	104.8	102.2	104.1	115.1	92.0	102.4	102.1
Nc1nc(-c2ccc(Br)cc2)nn1-c1nc2ccccc2s1
  108.3	108.2	90.9	91.2	110.7	91.4	99.4	101.3
COc1ccc(CN(c2ccc(C)cc2)C2OC(=O)c3ccccc32)cc1 (stereo not drawn)
  81.8	95.5	98.6	101.2	94.1	100.5	103.7	94.0
Cc1ccc(S(=O)(=O)C/C(=N\Nc2ccc(S(N)(=O)=O)cc2)c2cc3cc(Br)ccc3o2)cc1
  ·	101.9	·	101.7	112.0	88.8	112.2	94.0
CN1CCN(C(=O)CCN(C(=O)Oc2cc3c(c4ccccc24)[C@H](CCl)CN3C(=O)c2cc3cc(OCCCN4CCC4)ccc3[nH]2)[C@H]2CCSSC2)CC1
  -40.9*	-88.8*	-30.2*	-30.5*	-86.7*	-58.3*	-71.7*	-64.4*
S=C(SCc1ccc(-c2ccccc2-c2nn[nH]n2)cc1)n1cncn1
  112.7	107.4	110.1	108.4	146.5	100.7	103.8	108.8
O=C(O)/C=C\C(=O)Nc1ccc(C(=O)O)c(O)c1
  107.0	104.4	117.5	105.0	113.1	101.0	114.5	103.7
O=C(/C=C/c1cccc(Cl)c1)c1cccc(OCCCCOc2cccc(C(=O)/C=C/c3cccc(Cl)c3)c2)c1
  96.9	108.7	93.3	100.0	89.9	75.7	91.9	97.3
O=C1OC2(OC(=O)C3C=CC=CC3N2c2ccccc2)c2ccccc21 (stereo not drawn)
  101.9	102.3	99.2	96.7	105.9	·	94.9	101.7
COC(=O)C1(C(C(=O)c2ccccc2)c2ccccc2)NC(=S)NC(=O)C1C#N (stereo not drawn)
  127.4	111.2	112.7	113.1	131.6	95.6	109.2	107.5
CN(C)S(=O)(=O)c1ccc(N)cc1
  76.3	92.6	108.8	93.9	103.5	99.9	114.2	102.2
CSc1oc(-c2ccc(C)cc2)nc1S(=O)(=O)c1ccccc1
  95.4	104.1	98.6	92.5	110.6	86.8	95.7	100.7
Cc1ccccc1N1CCN(C(=O)c2cccnc2)CC1
  161.3	106.7	95.1	102.7	96.4	95.1	119.1	103.6
CCOc1ccc(S(=O)(=O)c2ccc(C)cc2)c2c1no[n+]2[O-]
  67.2	99.1	67.5	85.6	81.8	71.8	85.2	90.7

An excerpt from above in order of molecular weight, low to high.
Values in the order – A498	OVCAR-5	OVCAR-4	ACHN	RXF 393	CAKI-1	OVCAR-3	OVCAR-8
CN(C)S(=O)(=O)c1ccc(N)cc1
  76.3	92.6	108.8	93.9	103.5	99.9	114.2	102.2
O=C(O)/C=C\C(=O)Nc1ccc(C(=O)O)c(O)c1
  107.0	104.4	117.5	105.0	113.1	101.0	114.5	103.7
Cc1ccccc1N1CCN(C(=O)c2cccnc2)CC1
  161.3	106.7	95.1	102.7	96.4	95.1	119.1	103.6
O=C1OC2(OC(=O)C3C=CC=CC3N2c2ccccc2)c2ccccc21 (stereo not drawn)
  101.9	102.3	99.2	96.7	105.9	·	94.9	101.7
COc1ccc(CN(c2ccc(C)cc2)C2OC(=O)c3ccccc32)cc1 (stereo not drawn)
  81.8	95.5	98.6	101.2	94.1	100.5	103.7	94.0
S=C(SCc1ccc(-c2ccccc2-c2nn[nH]n2)cc1)n1cncn1
  112.7	107.4	110.1	108.4	146.5	100.7	103.8	108.8
O=C(/C=C/c1cccc(Cl)c1)c1cccc(OCCCCOc2cccc(C(=O)/C=C/c3cccc(Cl)c3)c2)c1
  96.9	108.7	93.3	100.0	89.9	75.7	91.9	97.3

(list continues)
Values in the order – A498	OVCAR-5	OVCAR-4	ACHN	RXF 393	CAKI-1	OVCAR-3	OVCAR-8
O=[N+]([O-])c1cc(C2CCCCC2)c(O)c([N+](=O)[O-])c1
  101.3	98.7	98.5	101.9	119.6	102.1	97.2	98.4
COc1cc(Cn2c(SCCC(=O)NCc3ccc(S(N)(=O)=O)cc3)nc3ccccc3c2=O)cc(OC)c1OC
  117.1	96.4	88.4	87.8	66.7	95.5	·	91.1
O=C1NCCN1c1ncc([N+](=O)[O-])s1
  121.5	106.5	114.8	88.9	112.3	133.9	115.7	101.5
CN(C)c1nc(NCCNS(=O)(=O)c2ccc(C3=Nc4c(N)nc(N)nc4NC(c4ccc(Cl)cc4)C3)cc2)nc(N2CCOCC2)n1 (stereo not drawn)
  107.7	82.7	66.9	69.2	2.3*	41.7	65.5	64.3
COc1ccc(Nc2nc(NCc3ccccc3)c3ccccc3n2)cc1
  38.9	78.7	-37.2*	15.6	14.5	35.7	14.8	6.7*
COc1cc(-c2nc(SCC(C)C)nc(Nc3ccc(F)cc3)c2C#N)cc(OC)c1OC
  88.1	97.0	76.3	69.9	105.3	70.7	96.2	79.3
Cc1c(-c2cnc3ccc(Br)cc3c2C(=O)O)nnn1-c1ccc(Cl)cc1
  90.1	99.0	108.0	91.3	113.0	96.5	115.1	100.5
CC1=NN(c2cccc(Cl)c2)C(=O)/C1=C\c1ccccn1
  111.6	116.2	125.8	103.1	114.3	98.5	117.7	105.1
O=C(/C=C(/C=C/c1ccc(OC(F)(F)F)cc1)OB(F)F)/C=C/c1ccc(OC(F)(F)F)cc1
  ·	105.7	109.7	106.1	87.4	·	98.2	90.7
CCn1cc(C(=O)O)c(=O)c2cc(F)c(N3CCN(CC(=O)Nc4ccc(OC)cc4)C(C)C3)c(F)c21 (stereo not drawn)
  75.9	99.7	91.8	99.5	105.4	88.6	108.0	96.4
Cc1nn(CC(O)c2ccccc2)c(N)c1C(=O)N/N=C\c1ccc(OC(F)F)c(OCc2ccccc2)c1 (stereo not drawn)
  71.1	95.4	87.5	92.4	92.3	90.2	·	87.5
C=CC(C)(C)[C@]1(C[C@@H]2NC(=O)C3CCCN3C2=O)C(=O)Nc2cc(O)ccc21 (stereo partly drawn)
  89.6	103.6	110.0	102.0	104.7	·	109.8	96.4
COc1ccc(C/C(C)=C(\c2ccc(OCCN3CCOCC3)cc2)c2ccc(OC(=O)C3CCCCC3)cc2)cc1
  102.9	104.4	101.4	100.2	97.1	79.4	104.0	95.6
O=C(O)C(=O)c1ccc(-c2ccccc2)cc1
  128.3	87.7	106.1	99.0	·	78.2	109.1	126.4
O=C1/C(=C/c2ccccc2[N+](=O)[O-])C(c2ccccc2)Oc2ccccc21 (stereo not drawn)
  ·	125.2	94.1	90.3	107.6	83.7	77.0	85.6
CSc1nc2c(=O)[nH]cnc2s1
  123.8	107.3	106.6	98.1	116.0	98.5	127.1	112.0
CCn1c(=O)c(C(c2ccc(C)cc2)c2c(O)c3ccccc3n(CC)c2=O)c(O)c2ccccc21
  111.8	107.6	102.2	97.8	·	82.9	108.5	96.4
O=C(c1ccncc1)N1N=C(c2ccc(Cl)cc2)CC1c1c[nH]c2ccccc12 (stereo not drawn)
  80.5	105.4	·	94.8	111.6	90.2	95.5	98.5
CCCC(=O)Oc1cc(C)ccc1C(C)(C)C
  92.1	115.9	119.3	110.6	121.5	103.9	109.0	105.3
CCOC(=O)[C@]1(C)C(=O)N2c3cc(O[Si](C(C)C)(C(C)C)C(C)C)cc4c3[C@H](C(C)=C[C@@]2(CC)C1=O)[C@@H](C)C4=O
  89.5	108.1	82.3	98.6	98.4	83.3	92.8	104.4
Cc1ccc(/C=C2/C(=O)/C(=C/c3ccc(C)cc3)C3CCC2N3C)cc1
  84.5	100.9	74.5	100.8	103.7	85.0	92.7	85.1
O=C(c1c[nH]c2ccccc12)C(O)C(c1ccccc1)N1CCN(c2ccccc2)CC1 (stereo not drawn)
  83.5	91.1	84.0	91.3	97.2	113.4	101.9	90.1
COc1ccc(Nc2cc(Cl)ccc2C(=O)O)cn1
  90.9	107.1	102.6	107.8	125.7	·	94.5	103.3
CNC(=O)c1cc(-n2ccc3cc(NC(=O)Nc4ccc(Cl)c(C(F)(F)F)c4)ccc32)ccn1
  56.2	113.8	78.9	48.9	48.5	65.2	75.5	46.2
CCCC(C)NCCOC(=O)C(c1ccccc1)c1ccccc1 (stereo not drawn)
  114.9	109.0	101.2	109.2	109.3	98.0	102.9	97.6
COc1cc(-c2cncn2-c2ccc(-c3nc4cc(OC)c(OC)c(OC)c4s3)cc2)ccc1F
  ·	105.8	77.7	94.0	109.8	83.2	89.9	87.3
O=C1C=C(C(Cl)(Cl)Cl)OC(=O)C1
  100.7	103.0	97.3	89.4	110.7	100.0	94.6	78.2
C(=N\OCCc1ccccc1)/c1ccncc1
  ·	99.1	98.3	112.4	109.9	103.2	94.3	104.1
CCCCn1c(=O)c(/C=C/C(=O)/C=C2/CC(c3cc4cc(C)ccc4n(CCCC)c3=O)Nc3ccccc3N2)cc2cc(C)ccc21 (stereo not drawn)
  107.5	97.1	106.8	95.7	·	82.4	103.6	96.0
OB(O)c1ccccc1C[n+]1ccc(-c2ccc3ccc4c(-c5cc[n+](Cc6ccccc6B(O)O)cc5)ccc5ccc2c3c54)cc1
  97.7[6 µM]	103.9[6 µM]	101.7[6 µM]	104.1[6 µM]	110.0[6 µM]	91.4[6 µM]	101.9[6 µM]	96.8[6 µM]
O=C(OC(=O)c1ccccc1)c1ccccc1
  127.7	101.9	110.2	113.2	114.5	·	93.1	106.3
Cc1nc2ccc(Nc3nc(Cl)nc(N4CCOCC4)n3)cc2n1Cc1ccccc1
  91.7	103.7	126.3	79.4	65.1	104.2	98.4	44.0
COC1(OC)C2C=CC1C1CC/C=C\CCC12 (stereo not drawn)
  101.6	104.9	98.1	105.2	111.1	91.7	106.8	105.1
C/C(=N/NC(N)=S)c1ccc(Nc2nc(SCC(C)C)nc(-c3ccccc3)c2C#N)cc1
  114.2	114.7	116.2	100.6	109.4	117.7	120.3	103.8
CCOC(=O)c1cc(-c2ccc(Br)cc2)n(-c2ccc(OC)cc2)n1
  57.7	93.5	92.3	94.6	97.0	74.0	100.2	99.0
Cc1ccc(-c2nn(CC(=O)N3CCCC3)c(N)c2C#N)cc1
  94.9	96.1	100.4	92.7	98.7	87.6	105.0	100.2
COc1ccc(C(=S)N2CCN(c3ccccc3Cl)CC2)cc1OC
  94.6	95.2	99.9	97.2	110.9	91.8	104.3	104.8
c1ccc2c(c1)[nH]c1c(-c3ccc(-c4nccc5c4[nH]c4ccccc45)cc3)nccc12
  144.8	109.9	104.8	99.5	110.8	·	101.0	111.3
CCN(CCO)Cc1c(-c2ccccc2)oc(-c2ccccc2)c1Cl
  101.4	106.8	104.7	107.1	106.8	84.3	94.6	107.3

Screens as filed in PubChem.
